Compound activity (PubChem)
ALDH1A1 block: ALDH1A1 (human) enzyme inhibition. P00352. Potency, µM (doses to about 75.3 µM), without a hit: top-dose activity, negative = inhibition, most hits filed as inhibitors. 220,000 compounds, 7.3% hits. Purified ALDH1A1, NADH fluorescence, propionaldehyde substrate. AID 1030; active = well fitted inhibition curve with a large enough effect, not every such curve was filed as active; inconclusive = small, poorly fitted or top-dose-only effect, or another doubt; inactive = no such curve, though single readings can be large or run the other way;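 note: plate controls were no enzyme wells and a reference inhibitor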
Target sequence (P00352 whole entry, looked up): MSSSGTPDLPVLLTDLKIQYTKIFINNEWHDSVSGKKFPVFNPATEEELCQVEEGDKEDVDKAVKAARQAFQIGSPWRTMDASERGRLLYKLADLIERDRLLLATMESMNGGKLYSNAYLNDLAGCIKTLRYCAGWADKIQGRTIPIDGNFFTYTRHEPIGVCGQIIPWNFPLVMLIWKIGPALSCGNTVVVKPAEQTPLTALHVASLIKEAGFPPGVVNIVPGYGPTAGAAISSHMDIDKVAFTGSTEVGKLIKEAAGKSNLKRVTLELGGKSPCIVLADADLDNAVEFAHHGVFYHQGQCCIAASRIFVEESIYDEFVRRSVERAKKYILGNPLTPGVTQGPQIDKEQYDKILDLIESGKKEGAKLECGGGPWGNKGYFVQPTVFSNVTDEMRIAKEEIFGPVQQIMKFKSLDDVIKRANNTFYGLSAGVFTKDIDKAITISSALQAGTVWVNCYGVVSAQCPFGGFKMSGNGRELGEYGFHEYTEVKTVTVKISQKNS
SMN2 splice enh: enhancers of SMN2 splice variant expression. Potency, µM (titrated, usually from 46.1 µM), for inactives: at the top dose activity change, positive = activation, most hits filed as activators. 210,000 compounds, 2.8% hits. AID 1458. HEK293 SMN2-luciferase splicing reporter, luminescence, 30-36 h; note: % of control where 0% means no effect; nearly all actives have a fitted effect of over 55% in size
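HEK293 cells carry an SMN2 […]–luciferase reporter in which exon 7 inclusion puts luciferase in frame. Cells were plated 10-12 h before compound addition, then incubated 30-36 h at 37C. ONE-Glo luminescence was read; sodium butyrate at 4.5 mM final served as control.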
GAA inhib: inhibitors of human lysosomal alpha-glucosidase. purified human GAA, 4-MU-alpha-glucoside fluorescence. 200,000 compounds, 0.005% hits. Potency, µM (series often up to 76.9 µM), for inactives: at the top dose activity change, negative = inhibition, usual class: inhibitors. AID 1466;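 note: plate controls were uninhibited enzyme wells for no effect and no-enzyme background for full effect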
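Endpoint fluorogenic read: 20 min room-temperature reaction of 4 nM human alpha-glucosidase with 400 uM 4-methylumbelliferyl-alpha-D-pyranoside, pH 5.0, quenched with 1M NaOH/1M glycine pH 10. AC50 from Hill modeling.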
JMJD2E inh: JMJD2E (human) inhibition; JMJD2E catalytic domain, FDH-coupled NADH fluorescence (FDH is formaldehyde dehydrogenase); Potency, µM (highest dose often 57.1 µM), for the others: top-dose activity change, negative = inhibition, actives largely listed as inhibitors; 230,000 compounds, 1.6% hits; active = well fitted inhibition curve with a large enough effect, not every such curve was filed as active; inconclusive = small, poorly fitted or top-dose-only effect, or another doubt; inactive = no such curve, though single readings can be large or run the other way;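 note: 0% = wells with enzyme and -100% = buffer wells without enzyme; nearly all actives have a fitted effect of over 50% in size; many of its hits are not listed in these tables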
Target sequence (B2RXH2 1-337 limits assumed): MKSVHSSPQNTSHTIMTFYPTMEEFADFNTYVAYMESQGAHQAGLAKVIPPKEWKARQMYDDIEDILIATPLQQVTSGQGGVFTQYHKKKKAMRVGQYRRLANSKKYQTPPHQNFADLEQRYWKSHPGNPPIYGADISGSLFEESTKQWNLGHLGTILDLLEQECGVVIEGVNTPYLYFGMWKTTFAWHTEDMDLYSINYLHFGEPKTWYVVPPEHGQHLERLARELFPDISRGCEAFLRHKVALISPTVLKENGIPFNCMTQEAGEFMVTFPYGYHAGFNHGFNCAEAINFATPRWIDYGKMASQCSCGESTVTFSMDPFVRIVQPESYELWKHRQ
GLA spleen mod: inhibits or activates alpha-galactosidase in human spleen homogenate; P06280; human spleen homogenate, 4MU-alpha-Gal fluorescence, 40 min; Potency, µM (titrated, usually from 80 µM), for inactives: top-dose activity change, negative = inhibition, actives largely listed as inhibitors; 240,000 compounds, 0.008% hits; AID 2107;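 note: 0% = enzyme with vehicle and -100% = no enzyme basal signal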
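Human spleen homogenate (1 ug) as enzyme source, 4-methylumbelliferyl-alpha-D-galactopyranoside 1 mM final, citrate/phosphate pH 5.0 with 0.01% Tween-20. Compounds 40 min at 37C, NaOH/glycine stop; fluorescence Ex 365/Em 440, Hill-fit AC50.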
RGS12 GoLoco inh: RGS12 GoLoco-Gai1 interaction inhibition; P63096; Gai1:RGS12 GoLoco peptide FP, rhodamine, 10 min; Potency, µM (highest dose often 61.6 µM), for inactives: top-dose activity, negative = inhibition, hits mostly inhibitors; 230,000 compounds, 0.44% hits; active = well fitted inhibition curve with a large enough effect, not every such curve was filed as active; inactive = no such curve, though single readings can be large or run the other way; note: % is set by controls: 0 for no effect and ±100 for the full control effect; nearly all actives have a fitted effect of over 30% in size; many of its hits are not listed in these tables
GAA glycogen: inhibitors or activators of human alpha-glucosidase glycogen cleavage | 300,000 compounds, 0.38% hits | recombinant GAA, glycogen substrate, Amplex Red glucose oxidase fluorescence | P10253 | Potency, µM (series often up to 76.4 µM), for the others: at the highest dose activity change, negative = inhibition, usual class: inhibitors;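 note: 0% = full enzyme reaction and -100% = no-enzyme basal signal; the screen sought inhibitors and activators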
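Natural-substrate format: glycogen cleavage by 4 nM human enzyme, glucose read by Amplex Red coupling (Ex 573, Em 610 nm). Normalized to enzyme and no-enzyme controls.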
GAA spleen mod: inhibitors or activators of human alpha-glucosidase in spleen homogenate. P10253. human spleen homogenate, 4-MU-alpha-glucoside fluorescence. Potency, µM (top dose mostly 79.9 µM), without a hit: at the highest dose activity change, negative = inhibition, hits mostly inhibitors. 240,000 compounds, 0.006% hits. AID 2112;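 note: 0% = enzyme with vehicle and -100% = no enzyme basal signal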
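Enzyme source: human spleen homogenate, 1 ug/well. Buffer 50 mM citric acid/K phosphate pH 5.0, 0.01% Tween-20. 4-MU-alpha-glucoside 1 mM; 37 C x 40 min; NaOH/glycine stop; fluorescence.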
Numbers without * were called inactive; ? = inconclusive; · = no result given; & = joins results of further samples; [ ] = remark or other dose. Unless noted, calls come from the whole dose curve; as a rule, active = well fitted curve in the direction sought with a large enough effect; inconclusive = small, poorly fitted or top-dose-only effect, or another doubt; inactive = no such curve, though single readings can be large; an effect the other way counts as inactive or inconclusive. Potency is the fitted concentration of half-maximal effect.

SMILES | ALDH1A1 block | SMN2 splice enh | GAA inhib | JMJD2E inh | GLA spleen mod | RGS12 GoLoco inh | GAA glycogen | GAA spleen mod
CCOC(=O)Cc1c(C)[nH]c(=S)[nH]c1=O | -1.7% | 2.2% | -2.4% | 3.1% | 2.5% | 3.0% | 1.5% | 2.5%
CN1C2CCC1/C(=C\c1ccccc1F)C(=O)/C2=C/c1ccccc1F | 5.8% | -26.9% | -0.6% | -1.3% | 1.3% | 2.0% | 1.3% | 0.1%
CCC1=C(OC(=O)N(CC)CC)N2C(=O)OC(=NCC3CC3)[C@]2(Cc2ccccc2)[C@H]2C1=CC[C@H]1C(=O)NC(=O)[C@H]12 | -3.4% | -17.5% | · | -7.1%&13.2% | -7.1%&2.2% | 5.9%&2.9% | 13.2% | -1.9%&7.1%
CCNC(=S)N1CCN(Cc2ccccc2)CC1 | 15.8µM* | -0.1% | 6.4% | ? | -0.2% | 8.7% | 10.6% | -0.1%
CS(=O)(=O)N1CCC(C(=O)Nc2ccc(Oc3ccccc3)cc2)CC1 | -4.2% | -58.7%[inhibitor] | -4.2% | 5.3% | -7.3% | -0.3% | -6.2% | -12.9%
Cc1ccc(-c2nc3cccnc3o2)cc1NC(=O)COc1ccc(C(C)(C)C)cc1 | ? | -35.1% | -13.6% | ? | -4.5% | 3.0% | -10.3% | -6.9%
CCOC(=O)C1=C(C)N=c2s/c(=C3\C(=O)Nc4ccccc43)c(=O)n2C1c1ccc2c(c1)OCO2 (stereo unspecified) | 6.2% | -0.9% | -5.0% | -21.0% | 3.7% | -1.5% | -2.3% | -8.6%
CCOc1ccc2nc(-c3cc(NC(C)=O)ccc3O)sc2c1 | -2.0% | · | 14.2% | 5.4% | 4.2% | 5.4% | 3.1% | 1.1%
Cc1ccnc2nc(C(=O)OCC(=O)Nc3ccc4c(c3)OC(F)(F)O4)nn12 | 1.5% | -2.8% | 8.0% | -2.3% | -0.6% | 8.5% | 1.1% | -2.6%
COC(=O)C1=C(C)N(C2CCCCC2)C(=O)C1 | ? | -0.8% | -2.5% | -5.3% | -0.5% | -5.1% | -5.9% | -1.6%
O=C(CCCOc1ccc(Cl)cc1)Nc1nncs1 | 6.2% | 2.1% | 5.0% | -2.2% | -14.2% | -0.7% | 1.9% | -0.7%
CSc1cc(C)nc(NC(C)=O)n1 | 6.1% | -3.2% | 0.4% | 6.9% | -16.0% | 7.5% | 2.0% | -12.9%
CCOc1ccc(-c2noc(-c3cccnc3)n2)cc1OCC | · | · | · | 1.7% | 3.4% | 1.6% | 4.8% | 2.9%
O=C1CN(C(=O)COC(=O)c2cnc(Cl)c(Cl)c2)c2ccccc2N1 | 1.26µM* | 9.3% | -3.6% | 2.4% | -7.1% | -19.1% | 2.0% | -0.7%
CCCN1CCN(CCCNC(=O)CCn2nc(-c3ccccc3)ccc2=O)CC1 | -0.1% | -12.5% | -5.7% | -11.1% | 3.9% | 1.0% | 2.9% | -1.2%
O=C1NC(=S)S/C1=C/c1ccc(N2CCOCC2)o1 | 7.8% | -25.8% | -1.0% | -4.1% | 6.1% | -0.3% | ? | -7.1%
Cc1nn(C)c(C)c1CN(C)C(=O)CCCC(=O)O | 8.2% | -7.7% | 6.7% | 0.9% | -1.0% | 3.2% | 0.8% | -19.2%
Cc1ccc(CNC(=O)C2CCC(CNc3nc(=S)[nH]c4ccccc34)CC2)cc1 (stereo unspecified) | 2.8% | 0.4% | -0.1% | -1.1% | 7.2% | 4.5% | 3.3% | 3.9%
CCOC(=O)Cn1c(=NC(=O)C(C)C)sc2c(C)cc(C)cc21 | · | · | · | -0.1% | -15.4% | -12.4% | 9.0% | -3.4%
CCC(=O)NC1(C(F)(F)F)C(=O)NC(C)=C1C#N (stereo unspecified) | 1.5% | -4.7% | -3.8% | 7.3% | 7.2% | -6.0% | -0.6% | 5.5%
Cc1ccc(NC(=O)CS(=O)CC(=O)N(C2CCCC2)C(C)C(=O)NC2CCCCC2)cc1 (stereo unspecified) | -4.4% | -1.0% | 1.7% | -2.4% | -9.5% | -2.7% | 0.2% | -0.5%
COc1ccc(C(=O)N2CCN(Cc3nc(CC4CC4)no3)CC2)cc1 | ? | · | 2.9% | -1.7% | 7.9% | -12.9% | -7.5% | 1.4%
CC1CCC(n2c(=S)[nH]c3ccccc3c2=O)CC1 (stereo unspecified) | ? | -46.8%[inhibitor] | -11.4% | -3.7% | -0.6% | 7.9% | -7.9% | 4.0%
Cc1ccc(CO/N=C/C2=C(Cl)c3ccccc3CC2)cc1 | 5.7% | -8.9% | -4.8% | -0.4% | -5.6% | -2.6% | 4.8% | -3.9%
COc1ccc(C)cc1S(=O)(=O)N(CC(=O)Nc1ccc2c(c1)OCCO2)Cc1ccccc1 | ? | -2.1% | -6.1% | -1.8% | -5.0% | -1.3% | -6.9% | -11.4%
SMILES | ALDH1A1 block | SMN2 splice enh | GAA inhib | JMJD2E inh | GLA spleen mod | RGS12 GoLoco inh | GAA glycogen | GAA spleen mod
COC(=O)c1sc2ccccc2c1NC(=O)c1cccs1 | ? | -17.6% | -5.3% | 89.8%[activator] | 0.2% | -3.9% | 5.6% | -7.3%
CC1CCN(CC(=O)n2c3c(c4ccccc42)CCCC3)CC1 | ? | 0.5% | -19.4% | -1.3% | 2.9% | -9.2% | 9.2% | -12.8%
NC(=O)CC(NC(=O)c1cccc(Br)c1)c1ccc(NCCN2CCOCC2)c([N+](=O)[O-])c1 (stereo unspecified) | · | · | · | -13.0% | 6.6% | 0.5% | 1.7% | -1.4%
CCN(CC(=O)NC1CCS(=O)(=O)C1)S(=O)(=O)c1cccc(C(C)=O)c1 (stereo unspecified) | 16.3% | 12.5% | 2.3% | 5.0% | 5.4% | -11.7% | -2.0% | -2.8%
O=C1CC(NCC2CCCO2)C(=O)N1c1ccc(Cl)cc1 (stereo unspecified) | ? | -4.7% | 9.0% | -5.8% | -0.2% | 2.7% | 17.3% | -3.2%
COC(=O)c1noc(-c2ccc(OC)cc2)n1 | 17.1% | 15.6% | -3.3% | 5.0% | 2.3% | -3.2% | 2.9% | -5.3%
Cc1cccc(NC(=O)CSc2nnc(-c3n[nH]c4ccccc34)o2)c1 | 3.9% | ? | -4.8% | 1.0% | 1.2% | 2.9% | 16.4% | -5.7%
Cc1ccnc(NS(=O)(=O)c2ccc(NC(=O)C3CCCNC3=O)cc2)n1 (stereo unspecified) | 9.5% | 11.5% | 8.1% | -3.0% | 1.3% | 4.4% | -6.6% | 0.7%
O=C(COC(=O)CNC(=O)c1ccco1)NCCN1C(=O)CSC1=O | -0.3% | 4.0% | -8.2% | 0.3% | -8.5% | 2.3% | 3.4% | 0.0%
Cc1ccc(S(=O)(=O)Nc2cccc(NC(=O)CN3CCCCC3)c2)cc1 | ? | -16.8% | ? | -13.0% | -2.4% | -9.2% | 2.5% | -3.7%
Cc1cc2ccccc2c(=O)n1CC(=O)NC1CCCCCC1 | ? | -3.9% | -0.1% | ? | 4.2% | -2.5% | -2.9% | 2.3%
CC1=CC(C)(C)N(S(=O)(=O)c2ccc(C)cc2)c2ccc(C)cc21 | 0.0% | -27.7% | -2.9% | -0.4% | -10.3% | 1.2% | -3.4% | -7.2%
COc1cc(C(=O)NCCOc2ccc(F)cc2)c(Br)c(OC)c1OC | 6.1% | -0.3% | -1.3% | -5.2% | -8.7% | -11.5% | -16.5% | -0.8%
CC(C)=CCOc1ccc2ccc(=O)oc2c1 | ? | · | · | ? | 6.2% | 2.8% | -7.2% | -10.6%
O=C(NCc1ccc(Cl)cc1)c1cc(-c2ccco2)on1 | ? | · | 3.1% | 8.1% | 4.0% | · | -2.7% | -0.6%
Cc1cccc(NC(=O)c2ccccc2NC(=O)CCC(=O)O)c1 | 2.3% | 7.9% | -20.3% | 1.8% | 3.9% | 5.0% | 3.6% | 7.6%
Cc1ccccc1OCC(O)CN(Cc1ccccc1O)C1CCCCC1 (stereo unspecified) | 7.4% | -9.2% | -11.7% | -4.8% | 9.8% | -13.4% | -0.6% | -0.2%
Cc1ccccc1OCc1nc2ccccc2[nH]1 | -1.0% | · | 1.1% | -13.6% | -2.6% | 8.1% | 18.3% | -5.0%
O=C(CCCc1ccccc1)NCc1ccccc1 | -5.5% | · | 3.9% | 6.4% | 3.4% | 2.8% | 0.9% | 0.5%
CCOC(=O)c1c(NC(=O)/C=C/c2ccc(C)o2)sc(C)c1C | ? | · | -5.5% | -2.8% | 9.5% | · | 2.9% | 3.0%
CC1(C)CC(C(CC(=O)Nc2nccs2)c2ccccc2)CCO1 (stereo unspecified) | ? | -13.2% | 2.7% | -8.2% | -2.0% | -5.2% | 18.9% | -20.0%
CCOC(=O)COc1cnc2ccccc2n1 | ? | 24.4% | -4.3% | ? | 9.3% | -1.6% | -5.7% | 7.3%
O=C(NCc1ccccn1)C1C2C=CC(C2)C1C(=O)Nc1ccc(F)cc1 (stereo unspecified) | 9.7% | -7.3% | 0.2% | -4.6% | 2.5% | 8.6% | 8.7% | -3.6%
CCOC(=O)COc1ccc(/C=C/[N+](=O)[O-])c(OCC(=O)OCC)c1 | ? | -7.3% | -1.1% | 5.2% | 1.1% | -10.5% | -5.7% | -10.5%

Reprinted at random: five compounds from above, in no set order.
SMILES | ALDH1A1 block | SMN2 splice enh | GAA inhib | JMJD2E inh | GLA spleen mod | RGS12 GoLoco inh | GAA glycogen | GAA spleen mod
CC1(C)CC(C(CC(=O)Nc2nccs2)c2ccccc2)CCO1 (stereo unspecified) | ? | -13.2% | 2.7% | -8.2% | -2.0% | -5.2% | 18.9% | -20.0%
O=C(COC(=O)CNC(=O)c1ccco1)NCCN1C(=O)CSC1=O | -0.3% | 4.0% | -8.2% | 0.3% | -8.5% | 2.3% | 3.4% | 0.0%
CC1CCN(CC(=O)n2c3c(c4ccccc42)CCCC3)CC1 | ? | 0.5% | -19.4% | -1.3% | 2.9% | -9.2% | 9.2% | -12.8%
CCN(CC(=O)NC1CCS(=O)(=O)C1)S(=O)(=O)c1cccc(C(C)=O)c1 (stereo unspecified) | 16.3% | 12.5% | 2.3% | 5.0% | 5.4% | -11.7% | -2.0% | -2.8%
Cc1ccccc1OCC(O)CN(Cc1ccccc1O)C1CCCCC1 (stereo unspecified) | 7.4% | -9.2% | -11.7% | -4.8% | 9.8% | -13.4% | -0.6% | -0.2%

A portion of the library; rates above refer to the full screens.
